OX1R antag: antagonists of human orexin 1 receptor (OX1R); O43613; 1.8% of 330,000 active; OX1R-expressing cells, FRET antagonist read-out; inhibition, % at 6.6 µM; in the data active = inhibition mostly above about 38%, no sharp cut-off; inactive = mostly below about 40%;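 also: 0% = agonist challenge alone and 100% = reference antagonist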
Target sequence (O43613 whole entry, looked up): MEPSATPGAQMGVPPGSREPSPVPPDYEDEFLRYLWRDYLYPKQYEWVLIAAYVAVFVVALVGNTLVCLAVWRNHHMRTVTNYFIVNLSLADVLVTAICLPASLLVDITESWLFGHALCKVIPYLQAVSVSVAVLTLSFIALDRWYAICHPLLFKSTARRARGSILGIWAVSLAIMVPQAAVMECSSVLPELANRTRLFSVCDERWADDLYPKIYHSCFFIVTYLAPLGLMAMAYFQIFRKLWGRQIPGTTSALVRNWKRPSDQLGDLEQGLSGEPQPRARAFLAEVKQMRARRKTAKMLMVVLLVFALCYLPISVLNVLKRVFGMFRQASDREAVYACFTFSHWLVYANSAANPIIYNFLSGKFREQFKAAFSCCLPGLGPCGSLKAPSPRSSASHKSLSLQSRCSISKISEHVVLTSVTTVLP
STK33 inh: blocks human STK33 kinase activity | inhibition, % at 10 µM | AID 2661 | Q9BYT3 | purified STK33, MBP phosphorylation, ADP-Glo luminescence | 0.073% of 320,000 active;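 active = inhibition at or above 25%, using the most active replicate where run in duplicate; inactive = inhibition below 25%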
Target sequence (Q9BYT3 whole entry, looked up): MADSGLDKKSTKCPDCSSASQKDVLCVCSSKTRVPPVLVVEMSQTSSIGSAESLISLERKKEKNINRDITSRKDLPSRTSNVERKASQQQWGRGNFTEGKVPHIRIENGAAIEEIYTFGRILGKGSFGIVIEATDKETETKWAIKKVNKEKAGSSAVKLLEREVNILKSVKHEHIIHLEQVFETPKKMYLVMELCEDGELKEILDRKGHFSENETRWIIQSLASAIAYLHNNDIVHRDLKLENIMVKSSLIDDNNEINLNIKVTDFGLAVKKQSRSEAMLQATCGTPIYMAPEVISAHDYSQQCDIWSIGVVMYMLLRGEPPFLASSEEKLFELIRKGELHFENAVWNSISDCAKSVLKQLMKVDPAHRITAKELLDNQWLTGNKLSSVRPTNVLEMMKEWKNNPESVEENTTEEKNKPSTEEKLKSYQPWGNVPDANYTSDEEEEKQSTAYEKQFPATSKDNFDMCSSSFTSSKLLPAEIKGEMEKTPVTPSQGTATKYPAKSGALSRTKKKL
The depositor's hits bear a star; . = not tested or not shown.

The first 2 records, to show the layout:
no.	structure	OX1R antag	STK33 inh
1	O=C(N/N=C/c1ccncc1)C12CC3CC(CC(C3)C1)C2	7.4	-1.8
2	O=C1[C@@H](c2ccccc2)[C@@H](c2ccccc2)N1c1cccnc1	26.0	.

This part in full (from the top)
no.	structure	OX1R antag	STK33 inh
1	O=C(N/N=C/c1ccncc1)C12CC3CC(CC(C3)C1)C2	7.4	-1.8
2	O=C1[C@@H](c2ccccc2)[C@@H](c2ccccc2)N1c1cccnc1	26.0	.
3	CC(NC(=O)C(=O)NN=C1CCCCCCC1)c1ccccc1 (stereo unspecified)	18.4	-1.2
4	Cc1ccc(CN2C(=O)c3ccccc3C2C(=O)NCC2CCCO2)cc1 (stereo unspecified)	5.3	4.4
5	Cc1[nH]nc2c1C(c1ccsc1C)C(C#N)=C(N)O2 (stereo unspecified)	23.5	-0.5
6	COc1cc(CNC(=O)C2CCCC2)cc(OC)c1OC	-1.4	-1.0
7	Cc1c(NC(=O)COC(=O)C2(c3ccccc3F)CCCC2)c(=O)n(-c2ccccc2)n1C	8.5	-2.0
8	CCOCCCn1c(=S)[nH]c2cc(C(=O)NC3CCCC(C)C3C)ccc2c1=O (stereo unspecified)	13.0	-2.4
9	COc1cc(N)n(S(=O)(=O)c2ccc(C)cc2)n1	24.8	-0.5
10	Cc1cc(C)c(NC(=O)CSc2cccc[n+]2[O-])c(C)c1	4.8	-0.1
11	Cc1ccc(Cn2ccc(NC(=O)c3cc(-c4ccccc4)on3)n2)cc1	7.4	-0.2
12	O=C1CCC(C(=O)N2CCCCO2)CN1Cc1cccc(C(F)(F)F)c1 (stereo unspecified)	.	0.6
13	CC(=O)Nc1ccc2nc(CN3CCN(CC(C)C)C(CCO)C3)ccc2c1 (stereo unspecified)	25.2	0.2
14	COCCCNC(=O)CCCn1c(=O)c2ccccc2n(Cc2cccc([N+](=O)[O-])c2)c1=O	9.8	-0.9
15	O=c1c(O[C@H]2O[C@@H](CO)[C@H](O)[C@@H](O)[C@@H]2O)c(-c2ccc(O)cc2)oc2cc(O)cc(O)c12	2.0	4.6
16	O=C(Nc1ccc(Cl)c(S(=O)(=O)N2CCCCC2)c1)c1cnccn1	8.2	0.6
17	CCc1nnc(NC(=O)CN2CCC(O)(c3ccccc3OC)CC2)s1	15.8	-0.3
18	COc1ccc(Cl)cc1NC(=O)C/C(C)=N/NC(=O)C(=O)NCc1ccccc1	12.5	1.1
19	Cc1cc(C)c(S(=O)(=O)c2ccccc2C)c(OCCN(C)C)n1	-14.4	-1.9
20	COc1ccc(CC2CC(=O)N(c3ccc(C)cc3)C2=O)cc1 (stereo unspecified)	8.4	0.9
21	CCc1cccc(CC)c1NC(=O)C1CSC2(C)CCC(=O)N12 (stereo unspecified)	11.6	-0.3
22	C=CCN1C(=O)CSc2ccc(C(=O)NCc3cccs3)cc21	14.2	-1.2
23	Cc1ccccc1-c1nc2ccc(Cl)cc2c(=O)n1O	7.3	0.0
24	COc1ccc(-c2cnc(N)n2C)cc1	4.2	-0.4
25	Cc1cccc(NC(=O)CCN2CCCCC2)c1	36.3	-0.2
26	O=C(Nc1ccc(-c2nc3ccccc3[nH]2)cc1)c1ccccc1NS(=O)(=O)c1ccc(F)cc1	52.9*	0.2
27	COc1cc(C(=O)O)ccc1Cl	8.0	-0.2
28	CN(CC#CC(O)(c1ccccc1)c1ccccc1)C(C)(C)C	8.6	-0.1
29	O=c1cc(N2CCCC2)c2ccccc2o1	7.0	2.0
30	O=C(Nc1ccccc1Sc1ccccc1)c1ccccc1F	8.7	0.5

Following part.
no.	structure	OX1R antag	STK33 inh
31	COC(=O)Cn1c(O)c(N=NC(=O)CNC(=O)c2ccncc2)c2ccccc21	70.2*	-0.3
32	CCCN(CC(=O)Nc1ccccc1C)C(=O)c1ccc(S(=O)(=O)N2CCCCCC2)cc1	4.3	-2.7
33	CCOC(=O)c1c(C)[nH]c(C(=O)COC(=O)/C=C/c2ccc3c(c2)OCO3)c1C	10.6	-3.3
34	CCN(CC)C(=O)c1cccc(NC(=O)CC23CC4CC(CC(C4)C2)C3)c1	37.5	-0.1
35	O=C(Nc1ccccc1)c1ccccc1CCc1ccccc1	27.4	-1.0
36	COC(=O)C(C)Sc1ncnc2c1nnn2-c1ccc(F)cc1 (stereo unspecified)	21.1	-1.1
37	CC(C)n1nc(C(=O)Nc2nc3ccccc3[nH]2)c2ccccc2c1=O	17.5	1.9
38	COc1ccc(CCNC(=O)c2ccccc2OCc2c(C)noc2C)cc1	1.4	-0.7
39	Cc1cc(C)c(NC(=O)C[N+](C)(C)CC(O)COc2cccc3ccccc23)c(C)c1 (stereo unspecified)	59.6	1.3
40	CCOC(=O)C1CCN(C(=O)CCCn2nc(CC)n3c(cc4occc43)c2=O)CC1	17.4	-0.5
41	CC(NCC(=O)NC(=O)NC1CCCC1)c1ccc(Cl)cc1Cl (stereo unspecified)	9.8	-2.0
42	O=C(O)COc1ccc(S(=O)(=O)c2ccc(OCC(=O)O)cc2)cc1	1.2	-2.6
43	O=S(=O)(NCc1ccccc1)c1ccccc1NCc1ccc(Cl)cc1	22.4	.
44	CC(=O)c1ccc(S(=O)(=O)NCC(=O)N2CCN(C/C=C/c3ccccc3)CC2)cc1	4.3	0.4
45	CC1(C)CCC[C@]2(C)[C@H]3CC(=O)O[C@]3(C)CC[C@@H]12	-12.1	0.0
46	COCCNc1nc2c(c(=O)n(Cc3cccc(Br)c3)c(=O)n2C)n1C	0.2	-2.0
47	Cc1ccc(S(=O)(=O)N/N=C\c2cc([N+](=O)[O-])ccc2Cl)cc1	32.1	1.3
48	Cc1sc2ncn(CC(=O)N3CCCC(C)C3)c(=O)c2c1S(=O)(=O)N1CCCCC1 (stereo unspecified)	20.4	0.2
49	Cc1ccc(NS(=O)(=O)c2ccc3c(c2)CC(=O)N3)cc1C	5.3	0.6
50	O=C1CC(c2ccccc2)CC(O)=C1C=NCc1ccc(Cl)c(Cl)c1 (stereo unspecified)	19.1	-2.5
51	CCN(CC(=O)Nc1ccc(OC)cc1)CC(=O)Nc1cccc(C#N)c1	6.3	-1.3
52	O=C1CC[C@@H](CN(Cc2ccccn2)Cc2nc(Cc3ccccc3)no2)N1	24.2	-0.6
53	O=C(CSc1nnc(-c2ccccn2)n1Cc1ccco1)Nc1ccc2c(c1)OCO2	9.0	-0.5
54	CC1(C)NC(=O)N(CCOc2cccc(Oc3ccccc3)c2)C1=O	6.8	0.6
55	O=C(CCC(=O)N1CCOc2ccccc21)NCCCN1CCN(Cc2ccccc2)CC1	6.3	0.0
56	CC(C)n1c(-c2ccccc2)nc(=S)c2c1CCCC2	-3.1	-0.6
57	Cc1cc(=O)[nH]c(SCC(=O)N2CCCCC2)n1	8.4	-1.0
58	CCn1c(COc2ccccc2)nnc1SCC(=O)c1cccc([N+](=O)[O-])c1	7.1	0.4
59	COc1cc(/C=C/C(=O)O)cc(OC)c1OC	12.7	-0.5
60	COc1ccc(NC(=O)CN(C)C(=O)c2ccc(NS(=O)(=O)c3cccc([N+](=O)[O-])c3)cc2)cc1	17.9	-0.7

Exported in transposed form: part of the list above
[49] Cc1ccc(NS(=O)(=O)c2ccc3c(c2)CC(=O)N3)cc1C
[45] CC1(C)CCC[C@]2(C)[C@H]3CC(=O)O[C@]3(C)CC[C@@H]12
[41] CC(NCC(=O)NC(=O)NC1CCCC1)c1ccc(Cl)cc1Cl (stereo unspecified)

entry no. | 49 | 45 | 41
OX1R antag | 5.3 | -12.1 | 9.8
STK33 inh | 0.6 | 0.0 | -2.0

Continuation:
no.	structure	OX1R antag	STK33 inh
61	O=C(NCc1cccnc1)c1cc(Sc2ccccc2Cl)nc2ccccc12	58.5	-0.9
62	CCOc1ccc(C2=CC(c3ccccc3)n3ncnc3N2)cc1 (stereo unspecified)	25.1	0.5
63	O=C(NC1CC1)c1ccc(NS(=O)(=O)c2ccccc2)cc1	8.1	-0.5
64	C[C@@H]1CC(=O)[C@H]2CC(CO)=CCC[C@@H]2[C@@]1(C)CC/C(=C/CO)CO	11.8	-1.3
65	CC(=O)c1cc(NC(=O)c2ccccc2)c(=O)oc1C	9.3	0.1
66	CCOc1ccc(N(CC(=O)Nc2cccc(OC)c2)S(=O)(=O)c2c(C)noc2C)cc1	11.8	0.1
67	CCOC(=O)CN1C(=O)C(O)(CC(=O)c2cccc(OC)c2)c2ccccc21 (stereo unspecified)	6.5	0.6
68	CCN(CC)C(=S)Sc1c(-c2ccccc2)c2cc(Cl)ccc2[nH]c1=O	14.8	0.4
69	COc1ccccc1CNC(=S)Nc1cc(C)ccc1C	6.0	0.5
70	COc1ccc(-c2csc(N(CCCN3CCOCC3)C(=O)c3ccco3)n2)cc1	20.5	3.1
71	CC(=O)Oc1cccc(C(=O)Nc2ccc3c(c2)C(=O)N(CC2CCCO2)C3=O)c1 (stereo unspecified)	.	1.3
72	COc1cccc(NC(=O)Cn2cnc3sc(C)c(S(=O)(=O)N4CCCCC4)c3c2=O)c1	34.2	-2.2
73	Cc1ccc(C(=O)CC(C(=O)O)n2cccn2)cc1 (stereo unspecified)	2.6	-1.0
74	CCOc1cc(S(=O)(=O)NCc2ccccc2)c(OCC)cc1-n1cnnn1	13.6	-0.1
75	CC(C(=O)C12CC3CC(CC(C3)C1)C2)N1CCOCC1 (stereo unspecified)	4.4	1.1
76	C=CCn1c(O)c(C2=c3ccccc3=NC2=O)c2ccccc21	28.0	-2.3
77	COC(=O)c1[nH]c2ccc(C)cc2c1NS(=O)(=O)c1ccc(F)cc1	15.6	1.5
78	CCOc1cc(C(=O)Nn2cnnc2)cc(OCC)c1OCC	7.5	-0.4
79	COC(=O)c1cccc(COC(=O)c2cc3ccccc3oc2=O)c1	2.0	-0.3
80	COC(=O)c1cccc(NC(=O)c2cccs2)c1C	9.6	-1.1
81	O=C(NCC1CCCN(C(=O)c2cscn2)C1)c1ccccc1Cl (stereo unspecified)	15.5	0.0
82	Cc1ccc(-c2nn(-c3ccccc3)cc2C(=O)Nc2ccc(C(=O)O)cc2)cc1	55.9	-0.6
83	Cc1cccn2c(CNCC3OCCc4ccccc43)c(C(=O)N3CCCCC3)nc12 (stereo unspecified)	7.4	-1.4
84	Fc1ccccc1CNC(=S)Nc1ccc(Cl)cc1	9.4	-1.0
85	CCOc1ccc(S(=O)(=O)NCCC(=O)N2CC=C(c3ccccc3)CC2)cc1	13.7	-1.9
86	O=C(CCNC(=O)c1ccc(Cl)cc1)NCc1cccc(C(F)(F)F)c1	9.3	0.8
87	O=C(c1cccc2ccccc12)C1CCCN(C(=O)c2ccc(N3CCOCC3)cc2)C1 (stereo unspecified)	22.9	-1.4
88	COc1ccc(-c2csc(Nc3ncccn3)n2)cc1C	-3.9	-0.8
89	O=C(NC1CCCC1)c1cc(-c2ccccc2)on1	12.7	0.4
90	O=Cc1cccc(Oc2ccc([N+](=O)[O-])cc2[N+](=O)[O-])c1	34.0	0.8

Four entries from above, ordered by their value in OX1R antag, falling.
no.	structure	OX1R antag	STK33 inh
52	O=C1CC[C@@H](CN(Cc2ccccn2)Cc2nc(Cc3ccccc3)no2)N1	24.2	-0.6
21	CCc1cccc(CC)c1NC(=O)C1CSC2(C)CCC(=O)N12 (stereo unspecified)	11.6	-0.3
41	CC(NCC(=O)NC(=O)NC1CCCC1)c1ccc(Cl)cc1Cl (stereo unspecified)	9.8	-2.0
1	O=C(N/N=C/c1ccncc1)C12CC3CC(CC(C3)C1)C2	7.4	-1.8

(list continues)
no.	structure	OX1R antag	STK33 inh
91	Nc1nc(SCc2ccc(Br)cc2)[nH]c(=O)c1-c1ccccc1	13.7	0.7
92	O=C(NNS(=O)(=O)c1ccccc1)c1cccnc1	18.6	-1.0
93	Cn1c(=O)c2c(nc(Oc3ccc4c(c3)OCO4)n2Cc2ccc(Cl)cc2)n(C)c1=O	21.4	-0.4
94	COC(=O)Nc1c(C(=O)OC)cc(OC)c(OC)c1OC	7.2	-1.1
95	COc1ccc(N2CCN(CCNC(=O)Nc3ccc(C)c(Cl)c3)CC2)cc1	-4.0	-1.4
96	Fc1ccc(OCc2nc3ccccc3s2)cc1	4.1	-1.7
97	Cc1oc2c(C)c(O)ccc2c(=O)c1N1C(=O)c2ccccc2C1=O	25.4	3.8
98	CCCCCOC(=O)c1ccc(NC(=O)c2ccco2)cc1	23.6	0.0
99	CC(C)NCc1cc(Br)ccc1OCc1ccccc1	9.3	0.0
100	Cc1cc(C)c(NC(=O)CSc2nnc(-c3ccncc3)n2Cc2ccco2)c(C)c1	6.8	-0.7
101	CCS(=O)(=O)N1Cc2ccccc2CC1C(=O)Nc1ccc(NC(C)=O)cc1 (stereo unspecified)	12.6	0.4
102	Cc1cc(C)c(NC(=O)CS(=O)CC(=O)N2CCN(c3ccc(F)cc3)CC2)c(C)c1 (stereo unspecified)	9.3	-0.1
103	CCOc1cc(N2CCOCC2)c(OCC)cc1NC(=O)C(C)C	3.3	-1.1
104	O=c1[nH]cnc(O)c1C(c1ccc([N+](=O)[O-])cc1)c1c(O)nc[nH]c1=O	12.5	-1.8
105	O=C(Cc1ccc(Br)cc1)Nc1ncc([N+](=O)[O-])s1	26.8	-1.0
106	CCCc1nnc(NC(=O)c2ccc(N3C(=O)C4C5C=CC(C5)C4C3=O)cc2)s1 (stereo unspecified)	10.9	-2.1
107	COC(=O)c1ccc(C(=O)OC)c(NC(=O)C(C)(C)C)c1	10.9	0.8
108	C=C(C)C(=O)OCCCCCCOc1ccc(C(=O)O)cc1	6.7	-3.9
109	CS(=O)(=O)N1CCC(C(=O)NCCc2ccccc2)CC1	17.7	-0.9
110	Cc1sc2ncn(CCn3cnc4sc(C)c(C)c4c3=O)c(=O)c2c1C	17.8	-0.9
111	O=C(c1ccc(-c2ccccc2)c(F)c1)C1CCCN(C(=O)c2cncs2)C1 (stereo unspecified)	12.8	-1.5
112	COc1ccc(CCNS(=O)(=O)c2cc3c(cc2C)NC(=O)CO3)cc1OC	2.4	-0.5
113	CCOC(=O)c1cnc2c(-c3ccccc3)cnn2c1C	18.3	0.9
114	CCCc1cc(=O)[nH]c(NCCc2ccccc2)n1	0.2	0.0
115	CC(=O)c1c(C)[nH]c(C(=O)OCc2cc(-c3ccco3)on2)c1C	19.7	0.9
116	N/C(Cc1ccc([N+](=O)[O-])cc1)=N\OC(=O)c1ccco1	9.0	0.2
